Bioassay records: PubChem, National Center for Advancing Translational Sciences (NCATS)
Pin1 inh: human Pin1 inhibition; Q13526; Pin1 FP peptide displacement, HiFluor488, 10 min; Potency, µM (top dose mostly 115 µM), inactives show at the highest dose activity, negative = inhibition, usual class: inhibitors; 390,000 compounds, 0.009% hits; active means well fitted inhibition curve with a large enough effect in the polarisation, with a control signal flat, not every such curve was filed as active; inconclusive means small, poorly fitted or top-dose-only effect, or effect the other way, or a change in a side signal; inactive means no such curve, though single readings can be large or run the other way; the % refers to the polarisation; further: potency means the concentration at half of the fitted maximal effect; on the % scale 0 is the no-effect control and ±100 the full control effect
Target sequence (Q13526 whole entry, looked up): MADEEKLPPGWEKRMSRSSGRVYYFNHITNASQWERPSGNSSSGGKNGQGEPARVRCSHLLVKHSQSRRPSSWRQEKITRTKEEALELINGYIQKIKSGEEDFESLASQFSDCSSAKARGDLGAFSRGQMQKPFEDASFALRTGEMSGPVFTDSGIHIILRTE
TRHR agonist: TRH receptor (human) agonism | P34981 | TRHR cells, calcium flux fluo-8, FDSS agonist mode | activation, % at 2 µM | 360,000 compounds, 0.18% hits | AID 493084; in the data active means activation above about 30%; further: 0% is about no effect
Target sequence (P34981 whole entry, looked up): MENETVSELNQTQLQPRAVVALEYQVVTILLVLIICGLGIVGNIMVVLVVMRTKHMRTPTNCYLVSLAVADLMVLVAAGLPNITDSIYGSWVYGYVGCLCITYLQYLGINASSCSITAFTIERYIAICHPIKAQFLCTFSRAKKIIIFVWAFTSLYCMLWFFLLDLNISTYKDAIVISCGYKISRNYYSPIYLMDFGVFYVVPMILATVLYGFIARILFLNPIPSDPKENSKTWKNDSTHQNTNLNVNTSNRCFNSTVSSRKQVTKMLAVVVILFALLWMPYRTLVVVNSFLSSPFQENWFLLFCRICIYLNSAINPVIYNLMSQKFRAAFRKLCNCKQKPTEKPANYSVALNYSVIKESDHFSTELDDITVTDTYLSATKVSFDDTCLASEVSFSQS
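Read-out: compound-evoked intracellular calcium rise in TRHR cells, fluo-8 dye, kinetic FDSS fluorescence at 1 s/cycle following a 10-cycle baseline. Cells cultured overnight before dye loading (30 min–1.5 h, RT).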
TrxR1 substrate: rat thioredoxin reductase 1 substrate activity. AID 588456. purified TrxR1 substrate turnover, NADPH consumption readout. 390,000 compounds, 0.01% hits. Potency, µM (series often up to 114 µM), for the others: at the highest dose activity change, negative = substrate turnover; further: potency means the concentration at half of the fitted maximal effect; on the % scale 0 is the no-effect control and ±100 the full control effect; nearly all actives have a fitted effect of over 50% in size
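Rat TrxR1, dispensed at 90 nM, was prereduced with 400 uM NADPH (final) for 5 min at ~22 deg C, then incubated with compound 15 min before 400 uM selenite. A first-read NADPH fluorescence drop versus no-compound background flagged substrates.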
mIDH1 inhibitor: inhibitors of human mutant IDH1 R132H; O75874; AID 602179; IDH1-R132H enzyme, NADPH consumption, diaphorase/resazurin fluorescence; Potency, µM (series often up to 76.6 µM), inactives show top-dose activity change, negative = inhibition, actives largely listed as inhibitors; 390,000 compounds, 0.093% hits; further: potency means the concentration at half of the fitted maximal effect; on the % scale 0 is the no-effect control and ±100 the full control effect; nearly all actives have a fitted effect of over 65% in size
Target sequence (O75874 whole entry R132H, stated change not applied): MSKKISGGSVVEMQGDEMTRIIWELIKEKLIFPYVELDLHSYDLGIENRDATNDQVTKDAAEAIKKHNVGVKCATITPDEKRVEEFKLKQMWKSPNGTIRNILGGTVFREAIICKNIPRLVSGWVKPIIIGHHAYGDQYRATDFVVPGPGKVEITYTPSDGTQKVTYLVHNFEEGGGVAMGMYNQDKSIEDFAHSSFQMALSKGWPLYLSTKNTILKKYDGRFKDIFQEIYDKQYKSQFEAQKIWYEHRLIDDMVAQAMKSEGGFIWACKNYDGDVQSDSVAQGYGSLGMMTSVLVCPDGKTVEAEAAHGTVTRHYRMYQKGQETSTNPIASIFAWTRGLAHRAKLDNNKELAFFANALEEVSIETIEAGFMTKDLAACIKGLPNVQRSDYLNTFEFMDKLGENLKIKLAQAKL
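IDH1-R132H (0.5 ug/mL) preincubated 30 min with compound, then NADPH (0.016 mM) and alpha-KG (2 mM) added; 80 min at RT, pH 7.5. Remaining NADPH coupled via diaphorase/resazurin to fluorescence (540/590 nm); concentration-response curves normalized to no-enzyme control.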
TRHR enhancer: allosterically enhances the human TRH receptor | enhancement, % at 2 µM | 360,000 compounds, 0.66% hits | TRHR cells, fluo-8 calcium fluorescence, EC20 TRH enhancement; in the data active means enhancement above about 30%; further: 0% is about no effect
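TRHR-expressing cells loaded with fluo-8 calcium dye were read kinetically (ex 480/em 530) during compound addition, then stimulated with an EC20 of TRH (10 nM final). Enhancement of the Gq-mediated intracellular calcium response was scored.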
D2 ag: agonists of human D2 dopamine receptor; AID 485358; 340,000 compounds, 0.53% hits; P14416; activation, % at 2 µM; HEK293 T-REx D2 cells, calcium flux agonist mode;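 active means activation over 3 SD above normal in the single-dose calcium agonist read, cut at about 30% in these data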; further: 0% is about no effect
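Agonism is scored from calcium flux in a force-coupled, inducible HEK293 cell line expressing D2, read kinetically for 180 s after compound addition against dopamine controls.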
D2 antagonist: antagonists of human D2 dopamine receptor. P14416. HEK293 TREx D2 cells, calcium flux, dopamine EC80. inhibition, % at 10 µM. 340,000 compounds, 2% hits; in the data active means inhibition above about 30%; further: 0% is about no effect
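In this primary screen, negative modulation is detected by tracking calcium flux after an EC80 dopamine challenge in inducible HEK293 T-REx D2 cells preexposed to test compound for 180 s.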
USP1-UAF1 inh: inhibitors of human USP1/UAF1 deubiquitinase; recombinant USP1/UAF1, Ub-Rhodamine cleavage fluorescence; O94782; 390,000 compounds, 0.23% hits; Potency, µM (titrated, usually from 57.1 µM), for the others: top-dose activity change, negative = inhibition, actives largely listed as inhibitors; further: potency means the concentration at half of the fitted maximal effect; on the % scale 0 is the no-effect control and ±100 the full control effect; nearly all actives have a fitted effect of over 60% in size; inactives centre near -12
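In this screen, compounds sit with the deubiquitinase complex (1nM) for 15 min at room temperature before Ub-Rho is added at 150nM final. Fluorescence rise is then followed for 6 reads every 60 seconds.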
TrxR1 inh: inhibitors of rat thioredoxin reductase 1. Potency, µM (highest dose often 114 µM), for inactives: top-dose activity change, negative = inhibition, actives largely listed as inhibitors. recombinant rTrxR1, NADPH fluorescence consumption, selenite substrate. O89049. 390,000 compounds, 1% hits; further: potency means the concentration at half of the fitted maximal effect; on the % scale 0 is the no-effect control and ±100 the full control effect; nearly all actives have a fitted effect of over 65% in size
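Rat TrxR1 (90 nM in the dispensed reagent) was pre-reduced with 400 uM NADPH for 5 min at room temperature, then incubated with compound for 15 min. After 400 uM selenite was added, NADPH fluorescence (Ex 340/Em 450 nm) was followed for 8 min.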
* marks the source's active call; other numbers are inactive results; ? = inconclusive; nt = not tested or not shown; [ ] = dose if it differs, or a comment. Unless noted, the call rests on the fitted dose curve; in most records, active means well fitted inhibition curve with a large enough effect; inconclusive means small, poorly fitted or top-dose-only effect; inactive means no such curve, though single readings can be large or run the other way. Not all compounds are listed; the hit share may differ from the screen's.

smiles | Pin1 inh | TRHR agonist | TrxR1 substrate | mIDH1 inhibitor | TRHR enhancer | D2 ag | D2 antagonist | USP1-UAF1 inh | TrxR1 inh
O=C(COc1ccc2c(c1)OCO2)Nc1nnc(Cc2ccccc2)s1 | -5% | 0.5 | 6% | 3% | -13 | -0.3 | -12 | -24% | 22%
CCOc1ccc(S(=O)(=O)N2CCCC(C(=O)N3CCC(C(N)=O)CC3)C2)cc1Cl (stereo unspecified) | 10% | 0.0 | 2%[57.1 µM] | -9% | 0 | -0.1 | 17 | 1% | 9%[57.1 µM]
CCCC(=O)C1=C(O)C(C(=O)OC)C(C)(C)CC1=Nc1ccc(Br)cc1 (stereo unspecified) | -3% | 0.0 | 1%[57.1 µM] | 1% | -9 | 0.5 | -9 | 7% | -1%[57.1 µM]
CCc1noc(C)c1C(=O)NNC(=O)COc1cc(C)ccc1C | -4% | -0.6 | -2% | 7% | 6 | 0.6 | -5 | -20% | 4%
Cc1cccc(NC(=O)c2cc(-c3cc(C)c(C)cc3O)n[nH]2)c1 | 10% | 0.6 | 7%[57.1 µM] | 3% | -11 | -2.9 | 11 | -19% | 25%[57.1 µM]
CC1Cc2nc(SCC(N)=O)n(Cc3ccccc3)c(=O)c2S1 (stereo unspecified) | 1% | -0.2 | -6% | 2% | -4 | 0.1 | 8 | 12% | -5%
O=C(NCCCn1ccnc1)c1ccc(S(=O)(=O)Nc2ccccc2)cc1 | -3% | 0.4 | 3% | 2% | -3 | 0.4 | 3 | -19% | 28%
CC1CCCCN1C(=O)Cn1ncc2c3ccccc3n(Cc3ccccc3F)c2c1=O (stereo unspecified) | 13% | -1.0 | 21% | -3% | -1 | 0.4 | nt | -15% | 25%
CC1CCCCC1NC(=O)Cn1nnc(-c2ccc(Cl)cc2)n1 (stereo unspecified) | -1% | -0.4 | -3% | 8% | 2 | -3.6 | 19 | -11% | 17%
CCOC(=O)c1sc(NC(=O)c2cccnc2)c(C#N)c1C | -1% | 1.1 | -5%[57.1 µM] | -1% | -6 | 0.7 | 8 | 7% | 7%

Profiles, quoted from the list. Screens in order: Pin1 inh | TRHR agonist | TrxR1 substrate | mIDH1 inhibitor | TRHR enhancer | D2 ag | D2 antagonist | USP1-UAF1 inh | TrxR1 inh
CC1CCCCC1NC(=O)Cn1nnc(-c2ccc(Cl)cc2)n1 (stereo unspecified) is listed with -1% | -0.4 | -3% | 8% | 2 | -3.6 | 19 | -11% | 17%
CC1Cc2nc(SCC(N)=O)n(Cc3ccccc3)c(=O)c2S1 (stereo unspecified) is listed with 1% | -0.2 | -6% | 2% | -4 | 0.1 | 8 | 12% | -5%
O=C(COc1ccc2c(c1)OCO2)Nc1nnc(Cc2ccccc2)s1 is listed with -5% | 0.5 | 6% | 3% | -13 | -0.3 | -12 | -24% | 22%
O=C(NCCCn1ccnc1)c1ccc(S(=O)(=O)Nc2ccccc2)cc1 is listed with -3% | 0.4 | 3% | 2% | -3 | 0.4 | 3 | -19% | 28%
CC1CCCCN1C(=O)Cn1ncc2c3ccccc3n(Cc3ccccc3F)c2c1=O (stereo unspecified) is listed with 13% | -1.0 | 21% | -3% | -1 | 0.4 | nt | -15% | 25%

Other records.
smiles | Pin1 inh | TRHR agonist | TrxR1 substrate | mIDH1 inhibitor | TRHR enhancer | D2 ag | D2 antagonist | USP1-UAF1 inh | TrxR1 inh
CCC1CCCCN1C(=O)c1cc(COc2ccc3ncccc3c2)on1 (stereo unspecified) | 6% | -0.2 | -11%[57.1 µM] | 5% | -1 | 0.7 | 3 | -11% | 25%[57.1 µM]
Cc1ccc(Cl)cc1NC(=O)c1ccc(NC(=O)CCC(=O)O)cc1 | 2% | 0.0 | -6% | -1% | 4 | 0.6 | -7 | 0% | -13%
O=C1c2ccccc2-c2c1cccc2C(=O)N1CCCCCC1 | -3% | -0.2 | -6% | 6% | -4 | 1.8 | -4 | -13% | -10%
N#C/C(=C\c1coc2ccccc2c1=O)C(N)=S | ? | -0.7 | -7%[57.1 µM] | 4% | 1 | 0.6 | 6 | -16% | -25%[57.1 µM]
Cc1ccc(N(CC(=O)NC(C)(C)C)C(=O)CNC(=O)c2cccs2)c(C)c1 | -1% | 0.3 | 2%[57.1 µM] | -4% | -1 | -0.1 | -7 | -21% | 12%[57.1 µM]
CCOC(=O)c1sc2nc3c(cc2c1N)COC(C(C)C)C3 (stereo unspecified) | -5% | -0.7 | 12% | 7% | 0 | 0.4 | 28 | -17% | 22%
C/C(=N/NC(=O)CC1N=C(Cc2ccccc2)NNC1=O)c1cccnc1 (stereo unspecified) | -6% | -1.1 | 7%[57.1 µM] | -2% | 0 | -0.6 | -5 | 2% | 8%
CCc1cccc(CC)c1NC(=O)c1c(C)oc2ccc(O)c(CN3CCOCC3)c12 | -1% | -0.4 | 15% | -17% | -6 | nt | nt | -14% | 19%
O=C(C1CCCN1S(=O)(=O)c1cccc2nsnc12)N1CCCCCC1 (stereo unspecified) | 1% | 0.6 | 5% | -5% | 2 | 0.1 | -5 | -19% | 36%
CCOc1ccc2oc(C(=O)NC3CC(C)(C)NC(C)(C)C3)c(C)c2c1 | -5% | 0.5 | 51%[activator] | 4% | 1 | 1.2 | -13 | -22% | 30%[activator]

A portion of the results above, as a working copy:
smiles | Pin1 inh | TRHR agonist | TrxR1 substrate | mIDH1 inhibitor | TRHR enhancer | D2 ag | D2 antagonist | USP1-UAF1 inh | TrxR1 inh
O=C(C1CCCN1S(=O)(=O)c1cccc2nsnc12)N1CCCCCC1 (stereo unspecified) | 1% | 0.6 | 5% | -5% | 2 | 0.1 | -5 | -19% | 36%
CCOc1ccc2oc(C(=O)NC3CC(C)(C)NC(C)(C)C3)c(C)c2c1 | -5% | 0.5 | 51%[activator] | 4% | 1 | 1.2 | -13 | -22% | 30%[activator]

(continued)
smiles | Pin1 inh | TRHR agonist | TrxR1 substrate | mIDH1 inhibitor | TRHR enhancer | D2 ag | D2 antagonist | USP1-UAF1 inh | TrxR1 inh
COc1ccc(C2=NOC3(CC(=O)N(c4ccc(F)cc4)C3=O)C2)cc1 (stereo unspecified) | 12% | 0.8 | 7% | 5% | 4 | -0.1 | -9 | -17% | ?
Cc1ccc(S(=O)(=O)N2CCC[C@H]2C(=O)OCC(=O)N2c3ccccc3NC(=O)C2(C)C)cc1 | -15% | nt | 5% | 7% | nt | nt | nt | -27% | 5%
CCOc1ccc(C(CC(=O)O)NC(=O)COc2ccc3ccccc3c2)cc1OC (stereo unspecified) | 4% | 1.0 | 6% | 3% | -2 | -0.3 | -1 | -17% | 3%
C/C(CC(=O)NCc1ccco1)=N\NC(=O)Cc1cccc2ccccc12 | -1% | 0.1 | 2% | 3% | -1 | -0.8 | 2 | -8% | -11%
CCN(CC)C(=O)CSc1nc(-c2ccccc2)cc(-c2ccc(OC)cc2)c1C#N | 20% | 0.5 | 3% | 13% | -4 | -0.3 | nt | ? | 3%
O=c1cc(CN2CCCc3ccccc32)nc2sccn12 | ? | 2.1 | -2% | 0% | 9 | 0.7 | 2 | -18% | ?
O/N=C1/CCCCc2sccc21 | 0% | 0.5 | -12% | 7% | 0 | 0.4 | -6 | -9% | 7%
Cc1cc(Br)c(OCc2ccc(C(=O)N/N=C3\CC(=O)CC(C)(C)C3)cc2)c(Br)c1 | 25% | 0.3 | 1% | -5% | 2 | -0.8 | 11 | -4% | 5%
Cc1cc(Nc2ccc(C(C)C)cc2)n2ncnc2n1 | -4% | -0.1 | 5% | 3% | -2 | nt | nt | -11% | 14%
CCOC(=O)Cc1csc(NC(=O)c2ccc(NC(C)=O)cc2)n1 | -1% | 1.4 | -1% | 2% | -4 | 0.2 | -3 | -12% | 5%
COc1ccc(Cl)cc1NC(=O)C/C(C)=N/NC(=O)c1ccc(O)cc1 | 4% | 0.4 | 10%[2.29 µM] | 7% | 6 | 0.2 | 1 | -17% | 6%[57.1 µM]
CCCCOc1ccc(S(=O)(=O)N2CCN(C)CC2)cc1 | 0% | nt | -6% | 2% | nt | nt | nt | 5% | -2%[57.1 µM]
S=C1SCN(Cc2ccccc2)CN1Cc1ccccc1 | 0% | 0.0 | 6% | 0% | 6 | 0.7 | -5 | -17% | 17%
O=C(NCC(=O)N1CCN(S(=O)(=O)/C=C/c2ccccc2)CC1)c1ccc(Cl)cc1 | -5% | -0.9 | -5% | 1% | -5 | -2.2 | -1 | -1% | 6%
COc1ccc(Cn2c(/C=C/c3ccccc3)nc3ccccc32)cc1 | 10% | -0.2 | 82%[activator][57.1 µM] | 18% | -1 | 0.3 | 6 | -7% | 55%[activator][57.1 µM]
CC(NC(=O)COC(=O)CCc1nc2ccccc2c(=O)[nH]1)c1ccccc1 (stereo unspecified) | -3% | -1.1 | 3%[57.1 µM] | 2% | 2 | -0.2 | -8 | -18% | 3%[57.1 µM]
COc1ccc(CNC(=O)Cc2c(C)c3cc4c(C)coc4c(C)c3oc2=O)cc1 | 6% | 0.1 | 11% | 5% | -1 | -0.3 | nt | -21% | 25%
Cc1ccccc1Nc1c(-c2ccc(N3CCOCC3)cc2)nc2cccc(C)n12 | 0% | -0.4 | 152%[activator] | -26% | 6 | 0.5 | nt | -20% | -15%
Cc1ccc(C)c(S(=O)(=O)NCc2ccncc2)c1 | -7% | -2.9 | 9%[57.1 µM] | 6% | 15 | -0.3 | -12 | -20% | 8%[57.1 µM]
CCn1c(SCC(=O)N2CCCc3ccccc32)nnc1-c1c[nH]c2ccccc12 | -9% | -0.3 | 3% | 5% | 5 | -0.1 | 5 | -6% | -4%
O=C(NCc1cccc(Cl)c1)c1cnc(N2CCOCC2)c2ccccc12 | 4% | 0.0 | 1%[57.1 µM] | -4% | -6 | 1.3 | nt | -19% | 21%[57.1 µM]
COc1ccc(CCC(=O)NCCS(=O)(=O)N2CCN(c3ccc(OC)cc3)CC2)cc1 | -6% | -0.2 | 3% | -1% | -1 | -0.3 | -6 | -13% | 7%
